FECH block: inhibitors of human ferrochelatase, primary screen, biochemical, purified FECH, Ni-mesoporphyrin absorbance; Ferrochelatase, mitochondrial (Homo sapiens), P22830; Ni-mesoporphyrin absorbance 550 nm; calls only at 10 µM (by protocol); hit rate 3.3% among 20,000; AID 1671448, 2021;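 active means enzyme reaction rate more than 3 SD below the solvent-only control wells on the same plate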;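 further: lower slope than DMSO wells means FECH inhibition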
Target sequence (P22830 whole entry, looked up): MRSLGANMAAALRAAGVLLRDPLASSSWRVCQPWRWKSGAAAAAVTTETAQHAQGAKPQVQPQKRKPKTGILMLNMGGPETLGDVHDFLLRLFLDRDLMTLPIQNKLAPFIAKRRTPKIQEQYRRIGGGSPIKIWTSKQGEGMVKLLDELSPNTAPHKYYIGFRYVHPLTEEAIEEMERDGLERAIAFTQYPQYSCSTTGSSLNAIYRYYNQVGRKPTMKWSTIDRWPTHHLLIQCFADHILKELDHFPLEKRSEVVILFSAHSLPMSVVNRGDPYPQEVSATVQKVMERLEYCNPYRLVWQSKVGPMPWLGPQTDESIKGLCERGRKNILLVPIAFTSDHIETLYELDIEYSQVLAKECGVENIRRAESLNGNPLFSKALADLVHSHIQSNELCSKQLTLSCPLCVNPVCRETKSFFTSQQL
Calls only; i = inactive; + = active, no number. The list is partial; rates above refer to the full screens.

SMILES | FECH block
NS(=O)(=O)c1ccc(NC(=O)c2nn(-c3ccc(F)cc3)ccc2=O)cc1 | i
O=C(CC1CCN(S(=O)(=O)c2ccccc2)CC1)NCCN1CCN(Cc2ccccc2)CC1 | i
COCCn1cnnc1Cn1ccnc1-c1ccsc1 | i
CCc1[nH]c2c(CNS(=O)(=O)c3cnn(C)c3C)cc(C)cc2c1C | i
Cc1cc(N(C)C)nc(Nc2ccc(NC(=O)c3cccc(Br)c3)cc2)n1 | i
Cc1ccc(C(C(=O)NCc2ccc(-c3noc(C)n3)cc2)N(C)C)cc1 (stereo not given) | i
CN1C[C@H](NC(=O)c2c[nH]n3ccnc23)C[C@H]1CO | i
CCN(CC)c1nc(Nc2cc(OC)ccc2OC)c2cnn(-c3ccccc3)c2n1 | i
CCN1CCN(C(=O)CN2c3ccc(Br)cc3-c3ccccc3S2(=O)=O)CC1 | i
CCc1cc(Sc2ccccc2NC(=O)CC2CCCCC2)n2nc(C)nc2n1 | i
OCCNc1nc(Nc2cccc(F)c2)c2cnn(-c3ccccc3)c2n1 | i
CCOc1ccc(NC(=O)NCCc2nc3cccnc3n2-c2ccccc2)cc1 | i
Cc1ccc(-c2nn(C(C)C(=O)Nc3cccc(F)c3)c(=O)c3c2CCCC3)cc1S(N)(=O)=O (stereo not given) | i
CN1CCn2nc(C(=O)NCCSc3nccn3C)cc2C1 | i
Cc1cccc2cc(CN3CCOCC(CN(C)C)C3)c(=O)[nH]c12 (stereo not given) | i
COc1ccnc(CN2CCC(N3CCCC(C(=O)N4CCCC4)C3)CC2)c1 (stereo not given) | i
Cc1cccc(N2CCN(CC(=O)N3CCCn4cncc4C3)CC2)c1 | i
COc1cc2c(cc1C)C(c1ccc(OCC(N)=O)c(Cl)c1)CC(=O)N2 (stereo not given) | i
Cc1ccc(C(=O)N(Cc2nc3nc(C)cc(C)n3n2)c2cccc(C)c2)cc1 | +
OCCCNc1nc(Nc2ccc(Cl)cc2)c2cnn(-c3ccccc3)c2n1 | i
Cc1cccc(Nc2nc(N3CCN(C)CC3)nc3c2cnn3-c2ccccc2)c1 | i
O=C1CCCc2occ(C(=O)N3[C@H]4CCNC[C@@H]3CC4)c21 | i
COc1ccc(F)c(-c2nc(COc3ccccc3C(N)=O)c(C)o2)c1 | i
Cc1ccc(N2C(=O)CCS2(=O)=O)cc1S(=O)(=O)Nc1ccc(F)cc1 | i
COc1ccc(CNc2nc3nc(CNc4ccccc4Cl)cc(=O)n3[nH]2)cc1 | i
COc1ccc2[nH]c(CN3CCn4cncc4C3)c(C)c2c1 | i
CCc1cn[nH]c1C1CCN(C(=O)C2(S(=O)(=O)c3ccccc3)CC2)CC1 | i
Cc1nc(C(C)C)sc1C(=O)NCc1ccc2c(c1)OCCCO2 | i
CCCc1nc2nc[nH]n2c(=O)c1NC(=O)Nc1ccc(Br)cc1 | i
CC(C)(C(=O)NCC1CCN(Cc2cnc[nH]2)C1)c1ccccc1 (stereo not given) | i
CCOc1ccc(C(=O)Nc2ccc(Nc3nc(C)cc(Nc4ccc(C)cc4)n3)cc2)cc1OCC | i
CCc1ccc(NS(=O)(=O)c2cc(N3C(=O)CCS3(=O)=O)ccc2C)cc1 | i
CCCN(CCC)c1nc(Nc2ccc(C)c(C)c2)c2cnn(-c3ccccc3)c2n1 | i
CCN(CC)C(=O)c1cn(C2CCN(C(=O)C(C)(C)c3ccccc3)CC2)nn1 | i
Cc1nn(C)c(C)c1-c1cc(C(=O)N2CCOC(C(F)(F)F)C2)n(C)n1 (stereo not given) | i
Cc1ccc(CN2CCN(CC(=O)Nc3ccc(Br)cc3)S2(=O)=O)cc1 | i
CCn1c(=O)n(Cc2cccc(C)c2)c(=O)c2cnc(-c3ccc(OC)cc3)nc21 | i
O=C(O)CC1CNCCN(C(=O)c2cccc(Oc3ccccc3)c2)C1 (stereo not given) | i
Cc1ccc(C)c(S(=O)(=O)NCCn2c(C(F)(F)F)nc3cccnc32)c1 | i
COc1cc(NCCCc2nnc3ccccn23)ncn1 | i
CCn1nc(CC(C)C)cc1C(=O)N1CCc2[nH]nc(-c3ccccc3)c2C1 | i
Cc1ccccc1CC(=O)NCCn1c(CCc2ccccc2)nc2cccnc21 | i
c1ccc(-c2nc3ncccn3c2CN2CCC3(CCNCC3)C2)cc1 | i
Cc1cc(C)n(CCCNc2nccc(N3CCC(O)CC3)n2)n1 | i
Cc1nc(C(C)C)ncc1C(=O)NCc1c(C)noc1C | i
CCC(C)N(Cc1cccnc1)C(=O)c1cncc(C)c1 (stereo not given) | i
O=C(NCCn1c(-c2ccncc2)nc2cccnc21)Nc1ccc(Br)cc1F | i
O=C(Cc1cccnc1)NCCCN1CCCc2ccccc21 | i
CCOc1ccccc1NC(=O)CN1CCCN(Cc2ccc(C)cc2)S1(=O)=O | i
Cc1cccc(Cn2c(CNS(=O)(=O)c3ccc(C(C)(C)C)cc3)nc3cccnc32)c1 | i
Cc1ccc(CNC(=O)c2nc3ccccc3n(C)c2=O)cc1 | +
O=C1CC(=O)Nc2cc(S(=O)(=O)N3CCN(c4ccc(F)cc4)CC3)ccc2N1 | +
O=C(CN1CCN(Cc2ccc(F)cc2)S1(=O)=O)Nc1cccc(F)c1 | i
Cc1cc(C)cc(C(=O)NCCn2c(-c3ccccc3)nc3cccnc32)c1 | i
O=C(O)c1cnc2c(c1)n(CCN1CCOCC1)c(=O)n2C1CCCCC1 | i
CNCC(=O)Nc1cccc(NC(=O)Cc2ccccc2)c1 | i
CCC(C)NC(=O)c1ccc(Cn2c(=O)c3cc(OC)c(OC)cc3n(CC(=O)NC(C)C)c2=O)cc1 (stereo not given) | i
Cc1ccc2[nH]cc(-c3ccc(C(=O)NCCCc4ccccn4)cn3)c2c1 | i
CC(C)Cc1ccc(S(=O)(=O)N2CCN(c3cc(-c4cccc(F)c4)ncn3)CC2)cc1 | i
C=C(C)COc1cccc(C(=O)N2CCN3CCCC3C2)c1 (stereo not given) | i

3 of the compounds above, tab-delimited.
Molecule	FECH block
Cc1ccc2[nH]cc(-c3ccc(C(=O)NCCCc4ccccn4)cn3)c2c1	i
CC(C)Cc1ccc(S(=O)(=O)N2CCN(c3cc(-c4cccc(F)c4)ncn3)CC2)cc1	i
C=C(C)COc1cccc(C(=O)N2CCN3CCCC3C2)c1 (stereo not given)	i

(further entries)
SMILES | FECH block
OCCn1ncc2c1CN(c1noc(-c3ccccc3)n1)C2 | i
COc1ccc(NC(=O)Nc2c(C)nc3nc[nH]n3c2=O)c(OC)c1 | i
Cc1ccc(CN(C)CC(=O)N2CCN(C)C3(CCN(C)CC3)C2)cc1 | i
O=C(CN1CCC(n2nccc2NC(=O)C2CC2)CC1)NCC1CCCO1 (stereo not given) | i
O=C(NCc1ccccc1)C1CCN(c2ccc(-c3cccs3)nn2)CC1 | i
Cc1cc(Nc2ccc(OC(=O)c3cccc(N(C)C)c3)cc2)n2nc(-c3cccnc3)nc2n1 | i
O=C(CN1CCCN(Cc2ccccc2)S1(=O)=O)Nc1cccc(Cl)c1 | i
COc1ccc(S(=O)(=O)N2CCN(c3nc(C)cc(N(C)C)n3)CC2)cc1C | i
COc1cc(OC)cc(C(=O)Nc2cc(C)nn2-c2ncnc3c2cnn3-c2cccc(C)c2C)c1 | i
CN1CCCn2nc(C(=O)NCCc3csc(-c4cnccn4)n3)cc2C1 | i
O=C1Cc2cc(-c3ccc4c(c3)OCO4)ccc2N1 | i
CCOC(=O)Cn1c(=O)n(-c2ccc(F)cc2)c2nc(-c3ccc(Cl)cc3)nc(C(N)=O)c21 | i
CC(C(=O)NCc1cccnc1Oc1ccccc1F)n1cccc1 (stereo not given) | i
Cc1ccc(Nc2cc(C)nc(N3CCN(S(=O)(=O)c4ccc(C)cc4)CC3)n2)cc1 | i
CSc1ccc(-c2nc(CN3C[C@H](O)[C@@H](N4CCOCC4)C3)c(C)o2)cc1 | i
COc1ncc(-c2nccn2C(C)Cc2ccsc2)cn1 (stereo not given) | i
CN(C)c1ccc(CNC(=O)c2cccn2-c2nnc(N3CCCCC3)s2)cc1 | i
CCOC(=O)c1cc2ccsc2n1C(C)C(=O)Nc1ccccc1C (stereo not given) | i
COc1cc2c(c(OC)c1)C(c1cnc3cc(O)ccc3c1)CC(=O)N2 (stereo not given) | i
Cc1cccc(CNc2nc(-c3nnc(-c4ccc(F)cc4)o3)nc3ccccc23)c1 | i
Cc1cccc(NC(=O)CN2CCN(Cc3ccccc3C)S2(=O)=O)c1 | i
CCOc1ccc2[nH]c(=O)c(CN3CCNC(CC)C3)cc2c1 (stereo not given) | i
c1cc2cc(CN3CCC4(CCOCC4)CC3)ccc2[nH]1 | i
Cc1cccc(N(CC(=O)NCCCc2cccnc2)S(C)(=O)=O)c1 | i

An excerpt of these results, in markdown:
| SMILES | FECH block |
| --- | --- |
| CCOc1ccc(C(=O)Nc2ccc(Nc3nc(C)cc(Nc4ccc(C)cc4)n3)cc2)cc1OCC | i |
| CC(C)Cc1ccc(S(=O)(=O)N2CCN(c3cc(-c4cccc(F)c4)ncn3)CC2)cc1 | i |

Looked up one by one from above (six):
SMILES | FECH block
CN(C)c1ccc(CNC(=O)c2cccn2-c2nnc(N3CCCCC3)s2)cc1 | i
Cc1cccc(NC(=O)CN2CCN(Cc3ccccc3C)S2(=O)=O)c1 | i
COc1cc2c(c(OC)c1)C(c1cnc3cc(O)ccc3c1)CC(=O)N2 (stereo not given) | i
COc1ncc(-c2nccn2C(C)Cc2ccsc2)cn1 (stereo not given) | i
CSc1ccc(-c2nc(CN3C[C@H](O)[C@@H](N4CCOCC4)C3)c(C)o2)cc1 | i
Cc1cccc(N(CC(=O)NCCCc2cccnc2)S(C)(=O)=O)c1 | i

More compounds.
SMILES | FECH block
CCOc1ccc(S(=O)(=O)NCc2nc3cccnc3n2Cc2ccc(OC)cc2)cc1 | i
CCn1c(C2CCN(C(=O)c3scc4c3OCCO4)CC2)n[nH]c1=O | i
Cc1cccc(N(Cc2nc3nc(C)cc(C)n3n2)C(=O)c2ccccc2C)c1 | +
COc1cc(C(=O)Nc2cccc(N3CCCS3(=O)=O)c2)cc(OC)c1OC | i
COc1ccc(-c2nc(-c3ccc4c(c3)Sc3ccccc3C(=O)N4C)no2)cc1 | i
Cc1ccc(C)c(NC(=O)Cc2csc(NC(=O)Nc3cccc(Cl)c3)n2)c1 | i
Cc1cccc2[nH]c(CCNC(=O)c3cc(C(C)C)on3)nc12 | i
COc1ccc(C(=O)Nc2nc3n(n2)C(c2ccc(Cl)cc2)C=C(c2ccc(Cl)cc2)N3)cc1 (stereo not given) | i
Cc1ccnc(NCCNC2CCN(C(=O)C3CCCO3)CC2)c1 (stereo not given) | i
Cc1cccc(N2CCN(Cc3nncn3C)CC2)c1C | i
Cc1ccsc1[C@@H]1CCN(C(=O)c2cc(=O)[nH]c3ccc(F)cc23)C[C@H]1O | i
O=c1c2c(nc3nc(CNc4ccc(Br)cc4)[nH]n13)CCC2 | +
CCn1c(C2CCCN(S(=O)(=O)N3CCN(C)CC3)C2)nn(C)c1=O (stereo not given) | i
CCc1ccc2occ(CC(=O)N3CCNCC3C(=O)N3CCCC3)c2c1 (stereo not given) | i
CCC1=C(c2ccc(OC)cc2)S(=O)(=O)N(CC(=O)Nc2ccc(C)cc2C)C1=O | i
Cc1cnc(Cn2ccnc2-c2c(C)sc3ccccc23)cn1 | i
O=C(COc1ccccc1)NCc1nc2cccnc2n1Cc1ccc(F)cc1 | i
CCCc1ccc(CN2CCOCC(CN(C)C)C2)o1 (stereo not given) | i
CCc1ccccc1NS(=O)(=O)c1cc(C(=O)N2CCCCC2)cs1 | i
O=c1[nH]nc(C(O)c2ccccc2)n1Cc1cccs1 (stereo not given) | i
CN(C)c1cc(N(C)Cc2cc(C(C)(C)C)n[nH]2)ncn1 | i
Cc1ccc(-c2ncc3c(=O)n(Cc4ccc(Br)cc4F)c(=O)n(C)c3n2)cc1 | i
O=C(CN1CCN(Cc2ccccc2F)S1(=O)=O)Nc1ccccc1F | i
CC(=O)Nc1c2n(c3ccccc13)CC(C)(C(=O)NC1CCCC1)N(CCC1=CCCCC1)C2=O (stereo not given) | i
COc1ccc(NC(=O)CN2CCN(Cc3ccccc3C)S2(=O)=O)c(OC)c1 | i
Cc1cnn(Cc2cccc(Cl)c2)c1NC(=O)C1COCCO1 (stereo not given) | i
O=S(=O)(NCc1nc2cccnc2n1C1CCCC1)c1ccccc1 | i
OCc1cc(N2CCN(Cc3cc(Cl)ccc3O)CC2)ccn1 | i
CCCn1c(CNS(=O)(=O)c2ccc(Cl)s2)nc2cccnc21 | i
CCC(c1cccnc1)N(C)Cc1cccc(C(=O)Nc2cnn(C)c2)c1 (stereo not given) | i
NS(=O)(=O)c1ccc(CCNC(=O)c2cc(-c3ccccc3)on2)cc1 | i
Cc1ccc2cc(-c3noc(CCC(=O)Nc4ccccc4Cl)n3)c(=O)[nH]c2c1 | i
O=C(Cn1c(=O)oc2ccccc21)NCc1nncn1C1CCCCC1 | i
CCOc1ccc(NC(=O)CN2CCCN(Cc3ccc(Cl)cc3)S2(=O)=O)cc1 | +
Cc1[nH]cnc1CN(C)CC1CCN(CC(C)C)C1 (stereo not given) | i
CCOC(=O)c1ccc(NC(=O)CCc2nc(-c3cc4ccc(C)cc4[nH]c3=O)no2)cc1 | i
COc1cccc(-c2cc(N3CCN(C(=O)NCC(C)C)CC3)ncn2)c1 | i
Clc1cccc(Nc2nc(N3CCCCC3)nc3c2cnn3-c2ccccc2)c1 | i
CS(=O)(=O)NCc1nc2cccnc2n1C1CCCC1 | i
COCCNS(=O)(=O)c1cc(C(=O)N2CCCC2)cs1 | i
O=C(NCC1(c2ccccc2)CCOCC1)c1cc(C2CC2)[nH]n1 | i
Cc1nccn1CCC1CCN(C(=O)c2cccc(C3CCNC3)c2)CC1 (stereo not given) | i
CCc1ccc(S(=O)(=O)NCCn2c(-c3ccc(C)cc3)nc3cccnc32)cc1 | i
CCOc1c(Nc2cc(Cl)ccc2C)c(=O)c1=O | i
CCOC(=O)CCC(=O)Nc1cc(C)nn1-c1ncnc2c1cnn2-c1ccc(C)cc1C | i
CN(CCC(=O)Nc1nnc(C2CC2)s1)Cc1nc2ccc(F)cc2[nH]1 | i

Screens from PubChem BioAssay.
